Assay outcomes deposited in PubChem BioAssay by Sanford-Burnham Center for Chemical Genomics.
APOBEC3A inh = APOBEC3A ssDNA deaminase inhibitors, primary screen, selectivity assay for APOBEC3G inhibitor project, biochemical, FAM/TAMRA oligo cleavage fluorescence; DNA dC->dU-editing enzyme APOBEC-3A (Homo sapiens), P31941; recombinant A3A, FAM/TAMRA ssDNA deamination fluorescence; inhibition, % at 20 µM; 0.41% of 330,000 active;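 active = at least 40% inhibition at 20 µM here, with at most 30% in a related deaminase screen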;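 note: plate controls were A3A with DMSO for no effect and wells lacking A3A enzyme for full effect; some results filed as inactive read as strong as hits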
mIAP inh = inhibitors of mouse IAP, primary screen, biochemical, luminescence, uHTS; intestinal alkaline phosphatase [Mus musculus]; purified mouse IAP, CDP-Star luminescence, 30 min; inhibition, % at 10 µM; 0.2% of 330,000 active; AID 2806, 2010;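 active = inhibition of at least 40% at 10 µM in the primary screen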;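 note: plate controls were DMSO with enzyme for no effect and no enzyme wells for full effect; values of inactives mirror those of a sister screen read the other way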
hIAP act = human IAP activators, primary screen, biochemical, luminescence, uHTS. Intestinal-type alkaline phosphatase (Homo sapiens), P09923. purified human IAP, CDP-Star luminescence, 30 min; stronger effect = higher value; 1 = vehicle-only enzyme, 0 = enzyme-free background. activation factor at 10 µM. 0.16% of 330,000 active;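 active = activation factor of the enzyme at least 2-fold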; note: the source names both 10 and 20 µM as test concentration; values of inactives mirror those of a sister screen read the other way
Target sequence (P09923 whole entry, looked up): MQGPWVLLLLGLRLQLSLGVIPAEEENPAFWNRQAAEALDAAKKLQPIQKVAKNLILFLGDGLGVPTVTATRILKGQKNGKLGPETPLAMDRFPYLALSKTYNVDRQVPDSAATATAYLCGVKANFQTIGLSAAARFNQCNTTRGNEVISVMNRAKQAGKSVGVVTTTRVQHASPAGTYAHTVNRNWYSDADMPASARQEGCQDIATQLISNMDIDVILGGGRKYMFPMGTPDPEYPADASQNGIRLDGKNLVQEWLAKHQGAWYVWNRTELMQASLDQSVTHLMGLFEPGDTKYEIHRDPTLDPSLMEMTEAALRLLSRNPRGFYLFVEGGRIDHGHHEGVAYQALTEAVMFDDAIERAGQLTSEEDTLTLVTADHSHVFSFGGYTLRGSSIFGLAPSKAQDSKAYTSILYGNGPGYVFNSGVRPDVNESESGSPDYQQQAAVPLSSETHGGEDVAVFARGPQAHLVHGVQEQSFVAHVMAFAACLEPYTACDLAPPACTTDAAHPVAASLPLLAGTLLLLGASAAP
PfGluPho inh = PfG6PD enzyme inhibitors, primary screen, biochemical, fluorescence intensity, uHTS; 0.78% of 350,000 active; inhibition, % at 20 µM; AID 504690, 2011; glucose-6-phosphate dehydrogenase-6-phosphogluconolactonase (Plasmodium falciparum 3D7); PfGluPho enzyme, NADPH resazurin-diaphorase fluorescence;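 active = inhibition reaching at least a set limit at 20 µM in the primary screen, cut at about 59% in these data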;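 note: 0% = DMSO wells with substrate and 100% = DMSO wells lacking glucose-6-phosphate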
HKDC1 inhibitor = HKDC1 hexokinase inhibitors, primary screen, biochemical, fluorescence, uHTS | recombinant HKDC1, G6PDH/diaphorase resazurin coupled fluorescence | inhibition, % at 20 µM | 0.16% of 340,000 active | AID 493160, 2011;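 active = inhibition above about 35% when tested at 20 µM, limit read from the data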;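 note: plate controls were DMSO wells with enzyme for no effect and DMSO wells lacking enzyme for full effect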
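Test system: recombinant HKDC1 (HK5) hexokinase enzyme, produced in-house; Amount: enzyme 5 µg/mL final; Buffer or medium: Tris pH 8.0 buffer with MgCl2, Tween-20, BSA, BME; Reagent: glucose and ATP substrates; Doses: 20 µM test compound, 1% DMSO; Incubation: 90 min reaction incubation at room temperature, dark; Detection: resorufin fluorescence at 613 nm.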
mIAP activ = activators of mouse IAP, primary screen, biochemical, luminescence, uHTS; muIAP, CDP-Star luminescence, 30 min; stronger effect = higher value; 1 = vehicle-only enzyme signal, 0 = enzyme-free wells; activation factor at 10 µM; 0.24% of 330,000 active; AID 2805, 2010;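 active = activation factor of at least 2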; note: the source names both 10 and 20 µM as test concentration; values of inactives mirror those of a sister screen read the other way
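Assay system: mouse IAP enzyme; reagent: chemiluminescent substrate CDP-Star; dosing: test compounds delivered from DMSO solution; schedule: 30 min at room temperature; measured by: luminescence from enzymatic CDP-Star hydrolysis; controls: DMSO-only wells and no-enzyme negative control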
ATG4B inh = ATG4B protease inhibitors, primary screen, biochemical, fluorescence, uHTS; AID 504462, 2011; inhibition, % at 8.33 µM; 0.51% of 340,000 active; ATG4B cleavage of LC3-PLA2, NBD-HPC fluorescence, 1 h; in the data active = inhibition above about 40%
Target sequence (Q9Y4P1 whole entry, looked up): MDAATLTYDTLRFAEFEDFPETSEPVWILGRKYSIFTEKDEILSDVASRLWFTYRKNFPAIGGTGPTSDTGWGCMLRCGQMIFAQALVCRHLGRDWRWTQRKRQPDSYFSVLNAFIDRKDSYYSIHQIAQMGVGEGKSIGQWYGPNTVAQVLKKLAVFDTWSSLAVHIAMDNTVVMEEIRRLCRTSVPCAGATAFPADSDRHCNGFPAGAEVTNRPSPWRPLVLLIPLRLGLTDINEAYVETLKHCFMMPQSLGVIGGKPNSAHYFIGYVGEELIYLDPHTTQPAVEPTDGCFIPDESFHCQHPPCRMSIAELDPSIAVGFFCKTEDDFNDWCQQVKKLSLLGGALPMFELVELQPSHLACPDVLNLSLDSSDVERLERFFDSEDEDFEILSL
hIAP block = human IAP inhibitors, primary screen, biochemical, luminescence, uHTS | Intestinal-type alkaline phosphatase (Homo sapiens), P09923 | purified IAP, CDP-Star luminescence, 30 min | inhibition, % at 10 µM | 0.12% of 330,000 active;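 active = inhibition reaching a set limit with compound at 10 µM in the primary screen, cut at about 35% in these data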;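 note: plate controls were DMSO wells with enzyme for no effect and no-enzyme buffer wells for full effect; values of inactives mirror those of a sister screen read the other way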
Numbers without * were called inactive. Hits appear at their usual frequency; about 2.4% have a hit in one of these screens.

APOBEC3A inh | mIAP inh | ATG4B inh | HKDC1 inhibitor | PfGluPho inh | hIAP act | mIAP activ | hIAP block | SMILES
-3 | 12 | -15 | -2 | 5 | 1 | 0.88 | 0 | Cc1[nH]c(C)c2c(=O)n(Cc3ccc(Cl)cc3)ncc12
3 | -6 | -2 | 0 | 1 | 0.96 | 1.1 | 4 | Cc1ccc(Cn2cnc3c(cnn3-c3ccc(F)cc3)c2=O)cc1
-2 | 0 | 11 | -8 | -12 | 1.1 | 1 | -10 | COc1cc2c(C(=O)N(C)c3cc(Cl)ccc3OC)cn(C)c(=O)c2cc1OC
-2 | -11 | -4 | 0 | 5 | 1.1 | 1.1 | -10 | COc1ccccc1CN1CC(C(=O)NCc2cc(F)cc(C(F)(F)F)c2)CCC1=O (stereo not given)
0 | 6 | 5 | 2 | -10 | 0.98 | 0.94 | 2 | CCOc1ccc(-c2nc3c(s2)CCc2onc(-c4ccc(OC)cc4)c2-3)cc1
3 | 5 | -31 | -4 | -12 | 1 | 0.95 | 0 | CCN(CC(=O)NCc1cccs1)C(=O)c1cccc(Cl)c1
3 | 2 | 0 | -2 | 2 | 0.97 | 0.98 | 3 | N#CCCN1CCN(C(=O)c2c(N)no[n+]2[O-])CC1
-3 | -5 | -7 | 0 | 11 | 0.87 | 1 | 13 | CC(C)CC1Nc2ncnc(N3CCOCC3)c2N(Cc2ccc(Br)cc2)C1=O (stereo not given)
-3 | -1 | -2 | -2 | 7 | 0.95 | 1 | 5 | COc1cc2c(cc1O)C(SC)=NC(C)(C)C2
2 | 2 | -17 | -10 | -2 | 1.5 | 0.98 | -45 | Cc1cccc(NC(=O)C2CCCN(S(=O)(=O)c3cccc4nsnc34)C2)c1 (stereo not given)
-4 | 8 | -3 | -5 | 3 | 1.1 | 0.92 | -9 | NS(=O)(=O)c1cnccc1NCCc1ccccc1
-2 | 4 | 0 | -7 | -1 | 1 | 0.96 | -1 | O=C1CC(NCc2ccc3c(c2)OCO3)C(=O)N1CCc1ccccc1 (stereo not given)
-1 | -2 | -1 | -1 | -4 | 0.91 | 1 | 9 | COc1ccc(C(=O)Nn2c(C)nc3ccccc3c2=O)cc1[N+](=O)[O-]
0 | 4 | -4 | -7 | -11 | 1 | 0.96 | 0 | Cc1ccc2nsnc2c1S(=O)(=O)N1CCCC1C(=O)O (stereo not given)
0 | -18 | -13 | -4 | 8 | 0.99 | 1.2 | 1 | Cc1ccc(NC(=O)C2CC(=O)N(Cc3ccccc3)C2)cc1S(=O)(=O)N1CCCCCC1 (stereo not given)
-1 | 7 | -5 | -2 | 22 | 1.2 | 0.93 | -18 | O=C(NNC(=O)c1ccc[nH]1)c1cc(Cl)cc(Cl)c1
-2 | 3 | -1 | 4 | 17 | 1 | 0.97 | -1 | CN(c1ccccc1)S(=O)(=O)c1ccc(-c2ccccc2)cc1
2 | -2 | -14 | -7 | 7 | 1 | 1 | -4 | Cc1ccc(OCC(=O)N/N=C2\CCOc3c(C)cccc32)cc1
1 | -3 | -2 | -4 | -2 | 1.1 | 1 | -13 | CCOC(=O)c1sc(C)c(C(=O)NC2CCCCC2)c1N
3 | 5 | -8 | 2 | -5 | 1 | 0.95 | -4 | Cc1cc2oc(C(=O)N(Cc3cccs3)C3CCS(=O)(=O)C3)cc(=O)c2cc1Cl (stereo not given)
0 | 3 | -6 | 15 | -4 | 1 | 0.97 | 0 | COc1cccc(-c2onc3ccc(C4(C)OCCO4)cc23)c1
-4 | -2 | -6 | 2 | -18 | 0.87 | 1 | 13 | O=C(N[C@@H](Cc1ccc(O)cc1)C(=O)O)C(c1ccccc1)c1ccccc1
-2 | 5 | -2 | -3 | -11 | 0.86 | 0.95 | 14 | Cc1ccccc1CN1CCNC(=O)C1CC(=O)O (stereo not given)
-3 | -22 | -2 | -1 | -11 | 1.1 | 1.2 | -10 | C=CCN(CC=C)C(=O)COC(=O)c1n[nH]c2ccccc12
-1 | 3 | 2 | -7 | -1 | 0.91 | 0.97 | 9 | COC(=O)c1cnc2c(c(C)nn2C)c1OC
0 | 8 | -1 | -10 | -16 | 1.1 | 0.92 | -9 | CCCCN(CCCC)C(=O)c1nsnc1-c1ccccc1O
-2 | 4 | 1 | 1 | -2 | 0.97 | 0.96 | 3 | O=C(CSc1ncccn1)N1CCN(S(=O)(=O)c2ccccc2)CC1
-5 | 11 | -12 | -7 | 7 | 0.76 | 0.89 | 24 | O=[N+]([O-])c1cc(S(=O)(=O)N2CCCC2)ccc1N/N=C/c1ccncc1
-8 | 2 | -13 | -3 | 13 | 0.94 | 0.98 | 6 | O=C(NC1CC2CCCC(C1)N2Cc1ccccc1)c1cccc(Cl)c1 (stereo not given)
-4 | 9 | 7 | -1 | -9 | 0.97 | 0.91 | 3 | CC(=O)COc1coc(CN2CCN(c3ccc(F)cc3)CC2)cc1=O

Taken from above.
Result for COC(=O)c1cnc2c(c(C)nn2C)c1OC under HKDC1 inhibitor: -7
Result for O=C(CSc1ncccn1)N1CCN(S(=O)(=O)c2ccccc2)CC1 under mIAP inh: 4
Result for Cc1cc2oc(C(=O)N(Cc3cccs3)C3CCS(=O)(=O)C3)cc(=O)c2cc1Cl (stereo not given) under hIAP block: -4
Result for O=C(NC1CC2CCCC(C1)N2Cc1ccccc1)c1cccc(Cl)c1 (stereo not given) under hIAP act: 0.94
Result for NS(=O)(=O)c1cnccc1NCCc1ccccc1 under PfGluPho inh: 3
Result for Cc1ccccc1CN1CCNC(=O)C1CC(=O)O (stereo not given) under PfGluPho inh: -11
Result for O=C1CC(NCc2ccc3c(c2)OCO3)C(=O)N1CCc1ccccc1 (stereo not given) under HKDC1 inhibitor: -7

The listing picks up; the 2 compounds before the break are reprinted first.
APOBEC3A inh | mIAP inh | ATG4B inh | HKDC1 inhibitor | PfGluPho inh | hIAP act | mIAP activ | hIAP block | SMILES
-8 | 2 | -13 | -3 | 13 | 0.94 | 0.98 | 6 | O=C(NC1CC2CCCC(C1)N2Cc1ccccc1)c1cccc(Cl)c1 (stereo not given)
-4 | 9 | 7 | -1 | -9 | 0.97 | 0.91 | 3 | CC(=O)COc1coc(CN2CCN(c3ccc(F)cc3)CC2)cc1=O
-2 | 2 | 5 | -2 | -13 | 1.1 | 0.98 | -6 | O=C(CSc1nc(-c2ccco2)cc(C(F)(F)F)n1)Nc1ccc2c(c1)CCC2
0 | -2 | 26 | -7 | -6 | 1.3 | 1 | -33 | CCCS(=O)(=O)c1nc(S(=O)(=O)c2ccc(C)cc2)c(N2CCC(C(N)=O)CC2)s1
3 | 2 | 2 | -5 | -2 | 0.88 | 0.97 | 12 | Cc1ccc(-c2nnc(SCC(=O)N(CC(C)C)c3c(N)n(Cc4ccccc4)c(=O)[nH]c3=O)n2N)cc1
-7 | 5 | 1 | -3 | 3 | 1.1 | 0.95 | -11 | CN(C)c1ccc(CNc2ccccn2)cc1
-4 | 9 | 5 | 6 | 14 | 0.95 | 0.91 | 5 | O=[N+]([O-])c1ccc(C2CCCC/C2=N/OCc2ccc(F)cc2)c([N+](=O)[O-])c1 (stereo not given)
8 | -7 | 3 | -8 | 8 | 1 | 1.1 | -2 | CCCCn1c(N)c(N(CC)C(=O)C2CCC2)c(=O)[nH]c1=O
1 | 6 | -1 | -3 | -12 | 1.1 | 0.94 | -15 | Cc1ccc2occ(/C=N/O)c(=O)c2c1
-2 | -1 | -3 | -1 | 3 | 1.1 | 1 | -5 | CC(Sc1ccccc1F)C(=O)Nc1ccc2c(c1)OCCO2 (stereo not given)
3 | -3 | -7 | -5 | 9 | 0.85 | 1 | 15 | O=C(O)C12CC3CC(C1)CC(n1cnc(Cl)n1)(C3)C2
1 | -10 | 6 | -3 | -4 | 1 | 1.1 | 0 | Cc1ccc(S(=O)(=O)NCCn2cnc([N+](=O)[O-])n2)cc1
2 | 12 | -3 | -4 | -5 | 0.94 | 0.88 | 6 | CC(=O)Nc1ccc(SCC(=O)Nc2sccc2C#N)cc1
2 | -7 | -2 | -4 | -4 | 0.96 | 1.1 | 4 | O=C(NCCN1CCOCC1)C(=O)NCc1ccc2c(c1)OCO2
2 | 2 | 3 | -7 | 12 | 1.2 | 0.98 | -20 | CN(CC(=O)Nc1ccc(F)c(F)c1F)C(=O)Cc1ccc2c(c1)OCCO2
3 | 12 | 3 | 2 | -1 | 0.98 | 0.89 | 2 | CCc1ccc(OCC(=O)N(Cc2cccs2)C2CCS(=O)(=O)C2)cc1 (stereo not given)
-4 | -9 | 1 | -2 | 11 | 0.97 | 1.1 | 3 | O=c1c2cnn(-c3ccccc3)c2ncn1Cc1ccccc1F
-2 | -8 | -9 | 10 | 15 | 1.5 | 1.1 | -53 | COc1cc(NS(=O)(=O)c2ccc(C)cc2)c2ncccc2c1
-4 | 4 | -10 | 3 | 0 | 1 | 0.96 | -5 | COCCNC(=O)c1ccc2c(c1)nc(C)n2-c1cc(OC)c(OC)c(OC)c1
3 | 28 | 8 | 0 | 11 | 0.64 | 0.72 | 36* | CN(C)c1ccc(N=Nc2cccc3ccoc23)cc1
-4 | 3 | -4 | -5 | -3 | 1.1 | 0.97 | -8 | COc1ccc(Nc2nc3c(c(=O)n(C)c(=O)n3C)n2CCO)cc1
1 | 0 | -11 | -5 | -4 | 0.99 | 1 | 0 | O=C(CCC(=O)N1CCN(c2ccccn2)CC1)c1cccs1
-3 | -2 | 9 | -9 | -7 | 1.1 | 1 | -6 | CC1(C)CC(=O)C(C=Nc2ccc(NC3=C(C#N)C(=O)CC(C)(C)C3)cc2)=C(O)C1
-3 | 5 | -11 | -2 | 5 | 1 | 0.95 | 0 | C/C(=N\NC(=O)c1ccccc1N)c1ccc(NC(=O)Cc2ccccc2)cc1
-2 | 24 | -9 | -7 | -5 | 1.9 | 0.76 | -86 | O=C(N/N=C/c1c(O)n(Cc2ccccc2)c(=O)c2ccccc12)c1cccnc1

By substructure: the compounds so far containing a furan ring, fused or not
APOBEC3A inh | mIAP inh | ATG4B inh | HKDC1 inhibitor | PfGluPho inh | hIAP act | mIAP activ | hIAP block | SMILES
-2 | 2 | 5 | -2 | -13 | 1.1 | 0.98 | -6 | O=C(CSc1nc(-c2ccco2)cc(C(F)(F)F)n1)Nc1ccc2c(c1)CCC2
3 | 28 | 8 | 0 | 11 | 0.64 | 0.72 | 36* | CN(C)c1ccc(N=Nc2cccc3ccoc23)cc1

Profiles, looked up by structure. Order of values: APOBEC3A inh, mIAP inh, ATG4B inh, HKDC1 inhibitor, PfGluPho inh, hIAP act, mIAP activ, hIAP block
Entry for O=C1CC(NCc2ccc3c(c2)OCO3)C(=O)N1CCc1ccccc1 (stereo not given) → -2, 4, 0, -7, -1, 1, 0.96, -1
Entry for CC(=O)Nc1ccc(SCC(=O)Nc2sccc2C#N)cc1 → 2, 12, -3, -4, -5, 0.94, 0.88, 6
